TRPML3 agonist = human mucolipin-3 channel agonism; Q8TDD5; HEK293 TRPML3-YFP, Fluo-8 calcium fluorescence; 100% = the carbachol control signal; activation, % at 3 µM; 0.29% of 220,000 active;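 active = activation above its plate's cutoff, the mean activation of the plate's test wells plus 3 SD, cut at about 12% in these data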;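 also: 0% = DMSO only wells and 100% = carbachol wells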
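Material: TRPML3-YFP stable HEK293 cells | Dosing: One concentration, 3 µM nominal, 0.3% DMSO | Timing: 125 s total fluorescence read per well | Technique: Fluo-8 calcium dye fluorescence, ex 470-495, em 515-575 nm | Measure: Percent activation from peak-to-basal fluorescence ratio, scaled between DMSO and carbachol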
PPC-1+TRAIL kill = kills PPC-1 cancer cells in the presence of TRAIL | PPC-1 cells + TRAIL, ATPLite viability luminescence | cell killing (% activity), % at 4 µM | 0.41% of 220,000 active;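 active = cell killing above 50% in the first pass at 4 µM, then a duplicate retest at 5 µM averaging 50% or more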;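 also: plate controls were cells with TRAIL plus DMSO for no effect and medium-only wells lacking cells for full effect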
Mdm2 ligase inh = blocks human Mdm2 ubiquitin ligase activity; signal enhancement, % at 5 µM; cell-based MDM2 ubiquitination luciferase reporter, 2 h; 0 = plate control, 100 = twice control, blank-subtracted; AID 1230; Q00987; 0.11% of 210,000 active;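 active = signal enhancement of 30% or more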;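 also: luminescence tracks abundance of the self-degrading MDM2-luciferase fusion protein; higher signal means inhibition of MDM2 E3 ligase activity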
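Timing – 2 h compound exposure at 37 °C · Assay system – mammalian cells stably expressing self-ubiquitinating, self-degrading MDM2 E3–luciferase fusion · Amount – 2000 cells seeded into each well · Measure – % luminescence enhancement versus blank-corrected plate control mean · Measured by – SteadyLite luminescence, 15 min reagent step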
TNF necrop inh = blocks TNF-alpha induced death of Jurkat FADD-/- cells; AID 463075; 0.068% of 220,000 active; Jurkat FADD-/- TNF necroptosis rescue, ATP luminescence, 24 h; 0 = TNF only, 100 = no-TNF cells; activation (protection from cell death), % at 10 µM;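 active = activation, meaning protection from cell death, of at least 50% relative to plate controls; inactive = activation below 50%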;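 also: necroptosis triggered by 40 ng/mL TNF-alpha added together with compound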
TRPN1 ag = activates the zebrafish TRPN1 channel | 0.18% of 220,000 active | AID 1424 | HEK293 zebrafish TRPN1-YFP, Fluo-8 calcium fluorescence; 100% = response to 87 µM carbachol | activation, % at 3 µM;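 active = activation above its plate's cutoff, the mean activation of test wells on that plate plus 3 SD, cut at about 19% in these data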;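 also: 0% = DMSO alone and 100% = 87 µM carbachol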
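Material – zebrafish TRPN1-YFP in HEK293 cells · Doses – 3 µM single point · Schedule – dye 1 h 37 °C plus 30 min RT · Signal – Fluo-8 calcium fluorescence, excitation 470-495 nm, emission 515-575 nm · Read-out – % activation versus carbachol response · Control set – carbachol high, DMSO low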
Runt-SMMHC FRET = inhibitors of human RUNX1 Runt domain binding to CBFb-SMMHC | Q01196+Q13951 | Cerulean-Runt/Venus-CBFb-SMMHC FRET ratio 530/480, 1 h | inhibition, % at 20 µM | 0.74% of 220,000 active | AID 1434;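 active = mean inhibition across duplicate retests at 20 µM reaching about 50%, limit read from the data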;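 also: 0% = DMSO wells and 100% = wells with excess untagged CBFb-SMMHC; inhibitors lower the FRET ratio by blocking Runt binding to CBFb-SMMHC; some results filed as inactive read as strong as hits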
Target sequence (Q01196 whole entry, looked up, the tested form may be a part): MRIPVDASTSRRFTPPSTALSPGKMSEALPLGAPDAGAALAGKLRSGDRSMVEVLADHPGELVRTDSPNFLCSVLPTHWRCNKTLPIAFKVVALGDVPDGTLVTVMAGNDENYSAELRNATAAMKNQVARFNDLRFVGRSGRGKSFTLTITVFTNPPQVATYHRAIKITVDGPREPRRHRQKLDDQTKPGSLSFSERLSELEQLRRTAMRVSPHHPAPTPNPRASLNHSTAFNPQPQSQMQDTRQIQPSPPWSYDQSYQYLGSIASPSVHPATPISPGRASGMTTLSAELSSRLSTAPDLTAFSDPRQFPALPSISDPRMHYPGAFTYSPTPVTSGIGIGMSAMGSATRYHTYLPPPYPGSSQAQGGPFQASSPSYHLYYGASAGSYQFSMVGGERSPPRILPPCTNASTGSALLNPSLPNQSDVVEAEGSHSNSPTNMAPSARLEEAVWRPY
Target sequence (Q13951 whole entry, looked up, the tested form may be a part): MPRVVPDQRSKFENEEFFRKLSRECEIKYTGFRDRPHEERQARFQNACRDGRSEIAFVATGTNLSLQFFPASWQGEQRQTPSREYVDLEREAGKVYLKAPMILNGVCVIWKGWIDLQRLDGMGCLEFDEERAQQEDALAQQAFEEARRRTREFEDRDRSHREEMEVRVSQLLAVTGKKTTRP
CHOP inhibitor = inhibitors of CHOP induction in ER stress response | 3.8% of 220,000 active | CHO-K1 CHOP-promoter luciferase, tunicamycin-induced, 15-18 h | inhibition, % at 10 µM;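 active = compounds that reduced the stress-induced luciferase reporter signal by more than about 70% of percent inhibition, limit read from the data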;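 also: 0% = tunicamycin plus vehicle and 100% = wells without tunicamycin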
NCF1 inh = p47phox (human) inhibition; p47phox/p22phox peptide binding, fluorescence polarization, 2 h; inhibition, % at 24.7 µM; 0.53% of 220,000 active;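 active = inhibition above about 30%, limit read from the data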;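 also: 0% = p47phox with labelled peptide and 100% = labelled peptide alone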
EBV gp42 block = inhibitors of Epstein-Barr virus glycoprotein 42; Q1HVG2; Fluorescence polarization binding assay, mP read-out; inhibition, % (tested at 21.74 µM); 0.42% of 220,000 active; in the data active = inhibition above about 50%
Target sequence (Q1HVG2 whole entry, looked up): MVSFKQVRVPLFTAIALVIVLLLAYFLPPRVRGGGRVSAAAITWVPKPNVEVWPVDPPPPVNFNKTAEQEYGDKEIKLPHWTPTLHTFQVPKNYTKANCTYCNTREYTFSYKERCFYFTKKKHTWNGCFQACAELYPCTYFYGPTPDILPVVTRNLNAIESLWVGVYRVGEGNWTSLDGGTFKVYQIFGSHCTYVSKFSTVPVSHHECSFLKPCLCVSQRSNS
Numbers without * were called inactive; nt = not tested or not shown; & = joins results of further samples; [ ] = remark or other dose.

SMILES	TRPML3 agonist	PPC-1+TRAIL kill	Mdm2 ligase inh	TNF necrop inh	TRPN1 ag	Runt-SMMHC FRET	CHOP inhibitor	NCF1 inh	EBV gp42 block
Oc1c(CN2CCc3ccccc3C2)cc(Cl)c2cccnc12	0.6	5	-18	-10.0	1.4	-15	nt	-6	5
Cc1cc(=O)[nH]c(SCC(=O)Nc2ccc(Cl)cn2)n1	-0.1	16	-5	0.3	-0.8	1	-19	-8	-5
Clc1ccc(SCc2cc(N3CCOCC3)nc(-c3ccccn3)n2)cc1	-0.6	20	-57	-2.4	-1.5	4	4	-31	-8
CC(NC(=O)c1ccco1)C(=O)N1CCc2ccccc2C1 (centres undefined)	-0.1	26	-17	-2.4	0.4	-6	46	-8	-4
COc1ccc(N2C3=C(C(=O)CC(C)(C)C3)C(c3ccccc3OC)C3=C2CC(C)(C)CC3=O)cc1	0.2	15	0	1.2	0.9	81*	0	-11	-13
O=C(Cn1nnc(-c2ccccc2NC(=O)c2cccs2)n1)Nc1ccccc1	0.3	1	-12	-9.9	0.2	2	80*	-2	-11
COc1cccc(CNC(=O)CCc2nnc(C3CCCCC3)o2)c1	0.7	10	-7	-0.6	1.5	-3	-8	5	-3
NC(=O)C1CCN(c2ccnc3cc(Cl)ccc23)CC1	0.9	-6	nt	2.0	0.3	-3	27	-2	-12
CN(C)c1ccc(/C=N/NC(=O)C(=O)/C=C2\NC3(CCCC3)Cc3ccccc32)cc1	-0.8	22	-6	3.1	-1.3	-41	8	-14	-48
COc1ccc(NC(=S)N2CCCN(Cc3cc(C)ccc3C)C2)cc1	0.6	20	2	0.6	1.0	-6	3	-7	-3
C=CCC(=O)OCC(=O)Nc1ccc(Oc2ccccc2)cc1	-0.3	17	nt	0.0	-1.9	0	nt	nt	nt
CCCSc1nc(NCc2ccco2)c2c3c(sc2n1)COC(C)(C)C3	-0.1	3	0	-1.1	0.3	0	59	-43	-6
COc1cccc(C(=O)Nc2cc3c(cc2C(C)=O)OCCO3)c1	0.2	36	-12	0.8	0.3	-4	-25	3	7
COc1ccc(Cc2nnc(N=Nc3c(O)[nH]c4ccc(Br)cc34)[nH]c2=O)cc1	-0.1	11	-7	0.4	0.3	-6	20	-26	5
COCCCNC(=S)N1CCCN(c2nc3cc(C)ccc3cc2C#N)CC1	0.3	-15	-14	-1.1	-1.8	31	1	-6	-9
CC(C)C(=O)Nc1cc(C(F)(F)F)ccc1-n1ccnc1	0.6	-12	-7	0.5	0.0	1	-16	-8	1
COc1ccc(-c2cc(C(F)(F)F)n3nc(C(=O)O)nc3n2)cc1	1.0	5	13	-0.3	1.5	4	21	65*	-1
COc1ccc(C)cc1NC(=O)CNC(=O)Cn1ccc2ccccc2c1=O	-0.8	14	-40	-0.5	-1.6	-7	-3	-9	-15
Cc1ccc(C(=O)c2oc3ccccc3c2NC(=O)c2cc(-c3cc(C)ccc3O)n[nH]2)cc1	-0.4	1	nt	3.4	-1.0	-18	71*	-6	-11
CNC(=O)COc1ncnc2scc(-c3ccc(F)cc3)c12	0.0	-22	-11	0.0	0.8	0	0	-3	-16

Three entries from above, with two lines to a compound.
Each structure is followed by: TRPML3 agonist	PPC-1+TRAIL kill	Mdm2 ligase inh	TNF necrop inh	TRPN1 ag	Runt-SMMHC FRET	CHOP inhibitor	NCF1 inh	EBV gp42 block
- O=C(Cn1nnc(-c2ccccc2NC(=O)c2cccs2)n1)Nc1ccccc1
→ 0.3	1	-12	-9.9	0.2	2	80*	-2	-11
- COc1cccc(CNC(=O)CCc2nnc(C3CCCCC3)o2)c1
→ 0.7	10	-7	-0.6	1.5	-3	-8	5	-3
- NC(=O)C1CCN(c2ccnc3cc(Cl)ccc23)CC1
→ 0.9	-6	nt	2.0	0.3	-3	27	-2	-12

Next structures
SMILES	TRPML3 agonist	PPC-1+TRAIL kill	Mdm2 ligase inh	TNF necrop inh	TRPN1 ag	Runt-SMMHC FRET	CHOP inhibitor	NCF1 inh	EBV gp42 block
CCC1SC(=NC(=O)c2ccc(Cl)c(Cl)c2)NC1=O (centres undefined)	-0.4	21	-22	-0.4	0.6	-6	0	-7	-6
COc1ccc(S(=O)(=O)N2CCN(C(=O)[C@@H]3CCC(=O)N3C3OC(=O)c4ccccc43)CC2)cc1 (some centres undefined)	0.1	1	0	1.6	0.5	3	15	3	4
CN(C)c1nc(OCCOC(=O)Nc2ccc(Cl)cc2Cl)nc(N(C)C)n1	-1.1	23	-31	1.6	-0.3	-1	64	-8	15
CCc1nnc(N2CCN(c3ncnc4c3oc3ccccc34)CC2)s1	1.4	9	-19	-2.6	4.9	-5	27	-6	5
O=C(NCCc1c[nH]c2ccccc12)c1ccc(-n2cnnn2)cc1	0.6	22	0	-3.7	1.4	-10	5	-12	-22
CCOc1ccccc1NC(=O)CN(c1nccs1)S(=O)(=O)c1ccc(N)cc1	-0.2	-2	-15	0.2	1.4	-8	-10	-19	-15
O=C(COc1cccc(C(F)(F)F)c1)N1CCN(c2ccccc2O)CC1	-0.2	15	-7	1.1	-0.1	5	6	-8	-1
O=C(CN1C(=O)NC2(CCOc3ccccc32)C1=O)Nc1cccc(Cl)c1 (centres undefined)	0.7	15	-6	3.5	1.0	-1	-5	-7	0
COC(=O)C1=C(N)Oc2cc(C)n(CCN3CCOCC3)c(=O)c2C1c1cccnc1 (centres undefined)	0.1	8	-19	0.4	0.3	1	10	-11	-8
O=S(=O)(NCc1cc(-c2ccccc2)no1)c1ccccc1	0.5	12	-8	2.3	-1.7	1	32	-6	3
Cc1ccnc(NC(=O)c2ccc(NC(=O)c3ccco3)cc2)c1	0.5	7	-9	1.1	0.1	-4	2	-5	-15
O=C(NC(=S)NCC1CCCO1)c1ccccc1Br (centres undefined)	0.6	2	-3	1.3	0.2	7	5	-1	-5
Cc1sc2c(c1C)c(=O)n(-c1ccccc1)c1nnc(C)n21	0.7	26	-11	-4.3	-0.9	4	0	-1	7
CCOc1cc(NC(=S)NCC2CCCO2)c(OCC)cc1NC(=O)c1ccc(OC)cc1 (centres undefined)	0.6	11	-16	-1.7	-0.1	0	18	-7	4
Cc1cc(CNC(=O)c2cc(Br)ccc2Cl)nn1C	0.3	1	-6	-1.7	1.1	0	4	0	-26
COc1ccc2[nH]c(C)c(CN3CCC(C)CC3)c(=O)c2c1	0.0	16	-5	3.2	1.0	-2	-2	11	-4
C=CCNc1nc2c(c(=O)[nH]c(=O)n2C)n1CCCCC	0.2	3	-16	-3.1	0.0	2	71*	-1	-4
COc1cc(NC(=O)Nc2ccc(Cl)c(Cl)c2)c(C(=O)O)cc1OC	-0.3	-16	-3	1.5	0.6	-7	-7	-16	9
CCCn1c(=O)c2ccccc2n2c(SCc3cc(=O)oc4ccc5ccccc5c34)nnc12	0.3	19	5	0.2	2.0	-22	35	-39	-17
Cc1nc(SCn2nnc3ccccc3c2=O)nc(C)c1C	0.2	8	-6	8.7	-0.6	-1	17	-7	-20
CCOc1ccc(N2CC(=O)N/C2=N\c2nc(C)cc(C)n2)cc1	0.5	-1	-33	1.5	-0.2	3	51	-10	7
Nc1n[nH]c(CO)n1	1.5	-21	-15	-0.1	0.9	2	-8	2	-3
Cc1cc(N2CCN(Cc3cn(C)nc3-c3ccccc3F)CC2)cc(C)n1	1.2	9	5	-5.0	0.9	2	-21	0	-15
CCCc1nnc(NC(=O)CCC(=O)N2CCN(c3ccccn3)CC2)s1	-0.8	7	-9	-2.8	0.9	0	1	-2	-2
COc1ccc(OC)c(S(=O)(=O)Nc2ccc(OCC(=O)O)cc2)c1	0.1	12	1	0.5	0.5	-3	18	-8	-7
CCOC1(/N=C(\C)NS(=O)(=O)c2ccc(Cl)cc2)C(C)=CC(=O)C=C1C	0.8	10	0	-0.5	0.8	4	10	-1	-10
Cc1cc(N2C(=O)CC(Cc3ccc(Cl)cc3)C2=O)no1 (centres undefined)	0.0	19	3	0.0	1.1	3	-13	-6	10
Fc1ccccc1CSc1nc2ncccc2[nH]1	-0.8	16	-5	-2.0	-0.2	5	18	-5	-7
Cc1ccc(-c2cc(C(=O)NCc3ccccn3)no2)cc1	-0.5	32	-1	0.7	-0.2	-7	5	3	-3
CCC(=O)Nc1nnc(CCc2ccccc2)s1	0.7	6	nt	0.5	0.3	-2	-7	-9	-14
O=S(=O)(c1ccc(NC(=S)N/N=C/c2ccc(O)c(O)c2)cc1)N1CCOCC1	0.5	-1	-7	-1.2	0.0	9	12	-15	2
O=C(NCc1ccco1)C1(c2ccc(Cl)cc2)CCCC1	-0.7	-4	-14	0.1	-3.0	-1	-39	-33	12
Cc1cc(N2C(=O)C(=O)/C(=C(/O)c3ccc(F)cc3)C2c2ccc(Cl)cc2)no1 (centres undefined)	-0.5	-11	-10	-1.8	-1.0	5	55	-7	9
Cc1ccc2nc(SCC(=O)N3CCN(c4ccccc4)CC3)[nH]c2c1	-0.4	4	-9	3.0	-2.6	-1	5	-11	-12
COc1ccc(-n2c(SCC(=O)Nc3ccc(Br)cc3)nc(O)cc2=O)cc1	0.8	2	-7	3.1	2.2	0	12	-81	-22
S=C1NCCOCCOCCOCCOCCNC(=S)NCCOCCOCCOCCOCCN1	0.8	29	3	-1.2	-0.2	0	-8	8	-5
COc1ccc(Cn2c(C)nc3c(c(=O)c4ccccc4n3C)c2=O)cc1	-0.5	18	-22	1.1	2.1	2	5	-2	0
O=C(N/N=C/c1cccs1)c1n[nH]c2c1CCCC2	0.2	56*[5 µM]	-74	-10	1.1	-3	36	-1	-22
COc1ccccc1NC(=S)N(CCCN(C)C)Cc1cc2cc3c(cc2[nH]c1=O)OCO3	0.7	-7	-6	2.0	2.7	-11	50	-8	-3
CCNC(=S)N=Nc1c(O)[nH]c2ccc([N+](=O)[O-])cc12	0.7	7	-6	-1.8	-0.8	4	-10	14	7
CN(C)C(=O)Oc1ccc[n+](C)c1	1.5	14	nt	1.9	0.7	2	5&-2	-2	-16
CSc1nc(C)c(CCO)c(=O)[nH]1	0.6	-5	3	0.0	-0.1	-2	9	8	2
COCCNc1nnc(SCC(=O)Nc2sc3c(c2C(=O)c2ccccc2)CCCC3)s1	-0.4	9	nt	1.2	-1.1	-7	30	-30	-14
O=S(=O)(c1ccc(Cl)cc1)N1CCN(S(=O)(=O)N2CCCCCC2)CC1	1.0	0	0	0.3	0.8	-6	-11	-7	-12
Cc1cnc(NC(=O)CSc2ccccc2)s1	0.2	15	nt	1.2	-0.5	2	9	-11	-24
COC(=O)c1ccc(C(=O)OC)c(NC(=S)N2CCOCC2)c1	0.3	5	-1	-0.7	-1.2	15	18	-6	-4
Cc1ccccc1C1C(C#N)=C2N=C(N)c3c(sc4c3CCCCC4)N2C2=C1C(=O)CCC2 (centres undefined)	0.7	9	-34	-15	1.3	-25	9	-37	21

Source: PubChem

Compounds were not picked by outcome. Share with any hit: about 5.9%.
